# Screening data (PubChem BioAssay)
# PI5P4Ka inh: qHTS for Inhibitors of phosphatidylinositol 5-phosphate 4-kinase (PI5P4K); PI5P4Kalpha enzyme, ADP-Glo luminescence, 60 min; hits give low values; max response, %; 1.2% of 330,000 active; AID 652105, 2013; active = max response of -50% or lower; inconclusive = between -30% and -50%; inactive = -30% or higher; note: value at the top dose of about 77 µM; % is set by controls: 0 for no effect and ±100 for the full control effect
# Target sequence (P48426 whole entry, looked up): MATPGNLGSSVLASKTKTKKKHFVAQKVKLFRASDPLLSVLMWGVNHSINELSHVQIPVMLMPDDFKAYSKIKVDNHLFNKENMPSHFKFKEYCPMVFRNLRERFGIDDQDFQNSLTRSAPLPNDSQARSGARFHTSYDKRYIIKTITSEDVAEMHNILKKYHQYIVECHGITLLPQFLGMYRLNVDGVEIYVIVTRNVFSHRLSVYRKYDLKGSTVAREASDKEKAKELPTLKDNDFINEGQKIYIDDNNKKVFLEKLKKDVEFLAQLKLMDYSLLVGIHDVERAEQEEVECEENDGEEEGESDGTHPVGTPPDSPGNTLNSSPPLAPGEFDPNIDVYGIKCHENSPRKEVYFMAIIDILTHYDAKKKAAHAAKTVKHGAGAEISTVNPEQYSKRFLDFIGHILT
#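 ADP-Glo luminescence end-point after a 60 min room-temperature kinase reaction. PI5P4Kalpha and substrate in HEPES pH 7.4 buffer with EGTA, 0.1% CHAPS and 5% DMSO; ATP at 5 microM final.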
# IL-2 act: qHTS of IL-2 Activators. IL-2 activation reporter assay, cell-based qHTS; stimulated with anti-CD3/CD4/CD28 beads; in transgenic mouse T cells. activation, % (series mostly up to about 46 µM). 0.065% of 360,000 active. AID 652025, 2013; in the data active = activation above about 50%; inconclusive = mostly about 30% to 49%; note: 0% is about no effect
#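 Screening format: compound pinned onto unstimulated transgenic mouse T cells, 60 min incubation, then anti-CD3/anti-CD4/anti-CD28 bead stimulation for 18 hours at 37 degrees C, followed by EGFP and DsRed detection.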
# WRN helicase inh: qHTS for Inhibitors of WRN Helicase; WRN helicase unwinding, fluorescent forked duplex, kinetic; 0.46% of 360,000 active; Potency, µM (top dose mostly 114 µM), without a hit: top-dose activity change, negative = inhibition, usual class: inhibitors; note: potency is the fitted concentration of half-maximal effect; % is set by controls: 0 for no effect and ±100 for the full control effect; nearly all actives have a fitted effect of over 55% in size
#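 Screening of the MLSMR collection measured strand separation of a quenched forked DNA duplex (100 nM) by 20 nM WRN with 2 mM ATP, all final. Compounds were preincubated with enzyme 15 min at room temperature.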
# D3 antag: qHTS of D3 Dopamine Receptor Antagonist: qHTS; D3R cells, DiscoveRx beta-arrestin luminescence, antagonist mode; hits give low values; D(3) dopamine receptor (Homo sapiens), P35462; max response, negative = inhibition, %; AID 652054, 2013; 2.5% of 360,000 active; in the data active = max response below about -50%; inconclusive = no clear call, values can overlap the other calls; note: % is set by controls: 0 for no effect and ±100 for the full control effect; mostly tested at two doses, the higher about 12 µM
#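 Cells plated overnight at 1500 cells/well, then exposed to library compounds with dopamine controls for 90 minutes at 37 degrees C. DiscoveRx reagent added for 30–60 minutes at room temperature; luminescence read, quantitative HTS format.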
# PLK1 PBD inh: qHTS for Inhibitors of PLK1-PDB (polo-like kinase 1 - polo-box domain): Primary Screen | Serine/threonine-protein kinase PLK1 (Homo sapiens), P53350 | Plk1 PBD binding of FITC phosphopeptide, fluorescence polarization | Potency, µM, for inactives: max response, negative = inhibition, usual class: inhibitors | 2.8% of 360,000 active | AID 720504, 2013; note: potency is the fitted concentration of half-maximal effect; series mostly up to about 57 µM; % is set by controls: 0 for no effect and ±100 for the full control effect; nearly all actives have a fitted effect of over 65% in size
# D3 ag: qHTS of D3 Dopamine Receptor Agonist: qHTS; D(3) dopamine receptor (Homo sapiens), P35462; D3R DiscoveRx beta-arrestin cells, luminescence, 90 min; max activation, %; 0.58% of 410,000 active; in the data active = max activation above about 30%; note: 0% is about no effect; mostly tested at two doses, the higher about 12 µM
#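 Agonist mode: compounds and dopamine controls were applied to plated cells for 90 min at 37 degrees C after an overnight attachment at 1500 cells/well. Luminescent read-out followed 30 - 60 minutes at room temperature with DiscoveRx detection reagent.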
# GLP-1R agonist: qHTS of GLP-1 Receptor Agonists | 0.007% of 380,000 active | Potency, µM (titrated, usually from 45.6 µM), for inactives: at the top dose activation, most hits filed as activators | AID 624172, 2012 | Glucagon-like peptide 1 receptor (Homo sapiens), P43220 | HEK293 GLP-1R CRE-luciferase, luminescence, 4-6 h; cells express a hypersensitive GLP-1R form; note: potency is the fitted concentration of half-maximal effect; % of control where 0% means no effect
# Target sequence (P43220 whole entry, looked up): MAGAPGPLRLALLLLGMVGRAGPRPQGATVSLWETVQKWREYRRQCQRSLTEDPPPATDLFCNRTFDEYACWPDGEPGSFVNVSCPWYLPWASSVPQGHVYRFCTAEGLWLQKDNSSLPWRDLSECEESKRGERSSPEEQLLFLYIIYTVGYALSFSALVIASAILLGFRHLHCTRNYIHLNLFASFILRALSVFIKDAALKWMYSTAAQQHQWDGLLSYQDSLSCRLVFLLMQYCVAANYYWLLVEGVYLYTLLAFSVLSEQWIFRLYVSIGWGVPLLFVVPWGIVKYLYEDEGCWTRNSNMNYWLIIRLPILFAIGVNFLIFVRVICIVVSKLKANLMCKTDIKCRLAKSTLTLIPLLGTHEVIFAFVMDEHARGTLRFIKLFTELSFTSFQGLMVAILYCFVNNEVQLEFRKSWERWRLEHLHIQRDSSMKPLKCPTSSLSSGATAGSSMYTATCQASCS
# GLP1R cytotox: qHTS of GLP-1 Receptor Inverse Agonists: Cytotox Screen | HEK293 cAMP-luciferase reporter cells, luminescence, 24 h | Potency, µM (doses to about 38.3 µM), inactives show at the top dose activity change, negative = inhibition, hits mostly inhibitors | 0.13% of 410,000 active;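 note: loss of luciferase light is scored as toxicity; potency is the fitted concentration of half-maximal effect; % is set by controls: 0 for no effect and ±100 for the full control effect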
#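 To flag toxic compounds, the library was rerun on cells for 24 hr at 37 deg C and 5% CO2. Viability-linked luminescence was captured 12 min after adding luciferase detection reagent.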
# GLP1R inv ag: qHTS of GLP-1 Receptor Inverse Agonists (Inhibition Mode) | HEK293 GLP-1R CRE-luciferase, luminescence, 24 h; GLP-1R form is constitutively active | Potency, µM (titrated, usually from 38.3 µM), without a hit: at the top dose activity change, negative = inhibition, hits mostly inhibitors | 1.6% of 410,000 active | Glucagon-like peptide 1 receptor (Homo sapiens), P43220; note: potency is the fitted concentration of half-maximal effect; % is set by controls: 0 for no effect and ±100 for the full control effect; nearly all actives have a fitted effect of over 55% in size
#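 Readout was luciferase luminescence, measured 12 min after detection reagent at room temperature. Beforehand, GLP-1R reporter HEK293 cells had sat 12 h, then received compounds for 24 hr at 37 deg C.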
# The depositor's hits bear a star; ? = inconclusive; nt = no result given; & = joins results of further samples; [ ] = remark or other dose. Unless noted, calls come from the whole dose curve; as a rule, active = well fitted curve in the direction sought with a large enough effect; inconclusive = small, poorly fitted or top-dose-only effect, or another doubt; inactive = no such curve, though single readings can be large; an effect the other way counts as inactive or inconclusive.
# The line under a structure holds: PI5P4Ka inh	IL-2 act	WRN helicase inh	D3 antag	PLK1 PBD inh	D3 ag	GLP-1R agonist	GLP1R cytotox	GLP1R inv ag
- Fc1ccc(-n2c(-c3ccc4c(c3)OCO4)n[nH]c2=S)cc1Cl
    -12	0.0	-12%	-23	-14%	3	2%	-26%	-3%
- O=C(Nc1ccc(-c2nc3ccccc3c(=O)o2)cc1)c1ccco1
    -11	0.5	-35%[57.1 µM]	-12	-4%	-1	-1%	7%[1.53 µM]	8%
- COc1cccc2cc(C(=O)NCC3CCCO3)c(=O)oc12 (stereo not drawn)
    -4	-0.5	-13%	1	-2%	1	0%	-11%	24%
- Cn1c(-c2ccc(F)cc2)cnc1NCc1ccc(F)cc1
    0	-1.5	4%	?	-1%	-3	-3%	-30%	?
- CCOc1cc(CNC(C)C)c(Cl)cc1OCC(=O)NCCc1ccccc1
    -9	0.2	4%	-25	-9%	-2	19%	1%	?
- O=C1CC(c2ccc(Cl)cc2)SC(N(c2ccccc2)c2ccccc2)=N1 (stereo not drawn)
    8	1.7	-19%	9	0%	8	2%	-21%	-25%
- N#CCCCn1c(-c2ccccc2)noc1=O
    nt	0.4	-4%	18	-10%	5	-13%	1%	0%
- Cc1ccccc1OCCC(=O)OCC(=O)Nc1c(C)nn(-c2ccccc2)c1C
    6	-3.4	4%	-1	-18%	3	7%	8%	26%
- CCC1Nc2ncnc(N3CCCCC3)c2N(Cc2ccc(C)cc2)C1=O (stereo not drawn)
    2&-9	0.0&1.9	2%&1%	?	-12%&-4%	-9&-18	8%&-4%	-35%&-2%	?
- COc1cc(/C=N/NC(=O)c2cccnc2)ccc1OS(=O)(=O)c1ccc(F)cc1
    nt	-1.4	-2%	18	0%	3	-2%	-2%	0%
- COCCN(C(=O)COC(=O)Cc1c(C)nc2ccccc2c1C)c1c(N)n(CC(C)C)c(=O)[nH]c1=O
    2	-0.2	0%	0	-9%	-23	-4%	-23%	7%
- O=C(NC1CC1)c1ccc(-c2ccccc2)cc1
    8	-0.2	1%	1	-7%	0	-2%	-8%[0.307 µM]	3%[0.307 µM]
- C[C@@H](C(=O)Nc1nc2ccccc2s1)N1C(=O)C2CC=CCC2C1=O (stereo partly drawn)
    -2	0.7	3%	4	7%	3	0%	-1%[7.66 µM]	17%[7.66 µM]
- CC1(C)CC(=O)c2cc(N=C/C(C(=O)c3ccccc3)=C(\O)c3ccccc3)c(=O)oc2C1
    ?	-0.4	0%	-5	24µM*	-4	-1%	-5%	-29%
- CCCOc1ccc(-c2nc(C#N)c(NCCCn3ccnc3)o2)cc1
    nt	-2.6	-12%	19	-3%	6	22%	-5%	0%
- CC1=C(C(=O)OCc2ccccc2)C(c2ccc(N(C)C)cc2)NC(=O)N1 (stereo not drawn)
    nt	-1.9	-2%	-12	1%	-3	12%	-13%	1%
- Cc1nc(SCCC(C)C)c([N+](=O)[O-])[nH]1
    5	-1.7	-5%	?	-25%	8	7%	-29%	18%
- CCOc1ccc(NC(=O)C2CCN(C(=O)NCc3ccccc3)CC2)cc1
    0	-0.2	-4%	?	-2%	-3	-10%	-5%	-1%
- CN1CCN(C(c2ccc(Br)cc2)c2cc(Cl)c3cccnc3c2O)CC1 (stereo not drawn)
    -84*	-5.8	-23%	-76*	5.3µM*	-9	?	57%[activator]	?
- CNC(=O)n1cc(C)c(-c2cccs2)n1
    -5	-4.4	6%	8	3%	5	10%	0%	47%[activator]
- COCCN(CCOC)Cc1cc(=O)oc2cc(OC)ccc12
    -4	-0.2	2%	16	2%	5	14%	3%	19%
- CCCCC(=O)Nc1nc(C)c(C(C)=O)s1
    1	1.8	-3%	23	1%	-2	-4%	2%	33%
- COc1cccc(NC(=O)C2CSC3(C)CCC(=O)N23)c1 (stereo not drawn)
    3	-0.2	-8%	-10	-10%	-14	1%	-1%	-5%
- CC(=O)c1ccc(OC(C)C)c(CSc2nc(O)cc(=O)[nH]2)c1
    -1	0.2	-29%	-103*	-3%	-32	-14%	-6%	19%
- COc1cc(C(=O)NNC(=O)CNC(=O)c2ccc(Br)o2)cc(OC)c1OC
    8	3.2	-27%	-5	-3%	-2	-4%	9%	7%
- Cc1ccc(/C=c2\sc3nc(-c4ccccc4Br)nn3c2=O)o1
    ?	-0.7	?	-18	-26%	1	-12%	-12%	2%
- COc1cccc(C2=CC(c3cc(OC)ccc3OC)n3nnnc3N2)c1 (stereo not drawn)
    -2	-0.7	2%	?	-10%	-6	3%	-2%	?
- COc1cc(OC)nc(NC(=O)CS(=O)(=O)c2ccccc2)n1
    1	-0.3	-1%	-24	-9%	-2	4%	61%[activator]	16%
- Cc1ccc(N(CC(=O)NCC2CCCO2)S(=O)(=O)c2ccccc2)c(C)c1 (stereo not drawn)
    12	0.2	10%	9	-18%	2	1%	0%	-16%
- CC(C)Sc1oc(-c2ccco2)nc1S(=O)(=O)c1ccc(F)cc1
    nt	-1.3	?	2	-19%	0	4%	-8%	-22%

# Some of the entries so far, with bars between the fields.
Structure | PI5P4Ka inh | IL-2 act | WRN helicase inh | D3 antag | PLK1 PBD inh | D3 ag | GLP-1R agonist | GLP1R cytotox | GLP1R inv ag
COc1cc(OC)nc(NC(=O)CS(=O)(=O)c2ccccc2)n1 | 1 | -0.3 | -1% | -24 | -9% | -2 | 4% | 61%[activator] | 16%
Cc1ccc(N(CC(=O)NCC2CCCO2)S(=O)(=O)c2ccccc2)c(C)c1 (stereo not drawn) | 12 | 0.2 | 10% | 9 | -18% | 2 | 1% | 0% | -16%

# New compounds follow.
# The line under a structure holds: PI5P4Ka inh	IL-2 act	WRN helicase inh	D3 antag	PLK1 PBD inh	D3 ag	GLP-1R agonist	GLP1R cytotox	GLP1R inv ag
- COc1ccc(N2CCN(C(=O)C(C)(C)Oc3ccc(Cl)cc3)CC2)cc1
    3	-2.5	-5%	-3	-7%	-1	9%	1%	?
- CCOc1ccc(N2CC(C(=O)N3CCN(C(=O)c4ccco4)CC3)CC2=O)cc1 (stereo not drawn)
    4	-2.4	-1%	-20	-5%	-22	0%	5%	-17%
- CCCC(c1nnnn1CCOC)N1CCN(c2cccc(OC)c2)CC1 (stereo not drawn)
    3	1.6	-5%	14	4%	2	-8%	-1%	1%
- Cc1sc2nc(CN3CCCC3)nc(NCc3ccncc3)c2c1C
    7	-1.3	-7%	14	0%	4	0%	-2%	1%
- COc1ccc(CN2CCNC(=O)C2CC(=O)NCCSc2nccn2C)cc1OC (stereo not drawn)
    2	2.4	1%	2	-6%	2	-6%	4%	8%
- COc1cc2ncnc(NCc3ccco3)c2cc1OC
    2	-0.3	0%	3	-10%	2	11%	-6%	36%[activator]
- O=C(c1ccc2c(c1)N(Cc1ccc(Cl)cc1)C(=O)c1ccccc1S2(=O)=O)N1CCN(c2ccccn2)CC1
    nt	nt	nt	nt	nt	5	0%	2%	3%
- COc1cc(OC)cc(-c2c(-c3cccs3)c3cc(-c4ccc5c(c4)OCO5)ccc3n2C)c1
    -1	1.2	3%	3	6%	1	-6%	1%	-36%
- CS(=O)(=O)c1cccc(C(=O)OCC(=O)NCc2cccs2)c1
    -3	-0.2	-15%	25	8%	1	-1%	1%	15%
- Cn1cc(Cl)c(C(=O)NC2CCCC2)n1
    1	-0.6	2%	-4	-2%	6	1%	-9%	5%
- O=[N+]([O-])c1ccc(C=Nc2ccc(Cl)cc2Cl)s1
    nt	-5.4	-19%	?	-7%	-12	0%	?	0%
- CN(C)/C=C/C(=O)c1ncc(C(F)(F)F)cc1Cl
    -6	-0.5	9%	-4	-9%	3	-2%	-7%[7.66 µM]	25%[7.66 µM]
- Nc1ncnc2c1nc(Sc1ccc(Cl)cc1)n2[C@@H]1O[C@@H]2COP(=O)(O)O[C@H]2[C@H]1O
    -13	-0.5	4%	0	-13%	-12	12%	-4%	29%
- O=C1C2=C(c3ccccc31)[N+](=O)[C@@H]1CCCC[C@@H]1N2[O-]
    nt	4.6	-11%	-14	?	9	0%	-8%	5%
- COc1ccc([C@H]2/C=C\CN(S(=O)(=O)c3cccc4cccnc34)[C@@H](C)C(=O)N2Cc2ccc(F)cc2)cc1
    7	-2.0	-9%	10	2%	-1	5%	9%	-25%
- CC(=O)n1cc(/C=N/NC(=O)c2ccc([N+](=O)[O-])cc2)c2ccccc21
    -13	-0.2	-10%	1	2%	-1	1%	-5%	13%
- O=[N+]([O-])c1ccccc1/C=N/NC1=NCCN1
    -4	3.5	1%	1	-3%	-1	-1%	-9%	-17%

# Single records (already shown):
# COc1cc2ncnc(NCc3ccco3)c2cc1OC as listed: PI5P4Ka inh: 2; IL-2 act: -0.3; WRN helicase inh: 0%; D3 antag: 3; PLK1 PBD inh: -10%; D3 ag: 2; GLP-1R agonist: 11%; GLP1R cytotox: -6%; GLP1R inv ag: 36%[activator]
# CCCC(c1nnnn1CCOC)N1CCN(c2cccc(OC)c2)CC1 (stereo not drawn) as listed: PI5P4Ka inh: 3; IL-2 act: 1.6; WRN helicase inh: -5%; D3 antag: 14; PLK1 PBD inh: 4%; D3 ag: 2; GLP-1R agonist: -8%; GLP1R cytotox: -1%; GLP1R inv ag: 1%
# COc1ccc([C@H]2/C=C\CN(S(=O)(=O)c3cccc4cccnc34)[C@@H](C)C(=O)N2Cc2ccc(F)cc2)cc1 as listed: PI5P4Ka inh: 7; IL-2 act: -2.0; WRN helicase inh: -9%; D3 antag: 10; PLK1 PBD inh: 2%; D3 ag: -1; GLP-1R agonist: 5%; GLP1R cytotox: 9%; GLP1R inv ag: -25%
